Screening results from PubChem.
mIAP activ: mouse IAP activation; AID 2805; activation factor at 10 µM; muIAP, CDP-Star luminescence, 30 min; hits give high values; 1 = vehicle-only enzyme signal, 0 = enzyme-free wells; actives 0.24% (n = 330,000);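 active = activation factor of at least 2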; note: the source names both 10 and 20 µM as test concentration; values of inactives mirror those of a sister screen read the other way
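Assay system: mouse IAP enzyme; reagent: chemiluminescent substrate CDP-Star; dosing: test compounds delivered from DMSO solution; schedule: 30 min at room temperature; measured by: luminescence from enzymatic CDP-Star hydrolysis; controls: DMSO-only wells and no-enzyme negative control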
MPTP inh: blocks calcium-induced mitochondrial swelling | isolated mouse mitochondria, Ca2+ swelling absorbance, 30 min | inhibition, % at 10 µM | actives 1.4% (n = 360,000) | AID 602449;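 active = inhibition of 50% or more, scaled per plate between neutral and stimulator controls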;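 note: 0% = DMSO wells given calcium and 100% = 1 mM EGTA wells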
hIAP inh: blocks human intestinal alkaline phosphatase; P09923; purified IAP, CDP-Star luminescence, 30 min; inhibition, % at 10 µM; actives 0.12% (n = 330,000); AID 2544;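 active = inhibition reaching a set limit with compound at 10 µM in the primary screen, cut at about 35% in these data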;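 note: plate controls were DMSO wells with enzyme for no effect and no-enzyme buffer wells for full effect; values of inactives mirror those of a sister screen read the other way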
mIAP inh: blocks mouse intestinal alkaline phosphatase; purified mouse IAP, CDP-Star luminescence, 30 min; actives 0.2% (n = 330,000); inhibition, % at 10 µM; AID 2806;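 active = inhibition of at least 40% at 10 µM in the primary screen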;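 note: plate controls were DMSO with enzyme for no effect and no enzyme wells for full effect; values of inactives mirror those of a sister screen read the other way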
ATG4B inhibitor: ATG4B (human) cysteine protease inhibition; Q9Y4P1; ATG4B cleavage of LC3-PLA2, NBD-HPC fluorescence, 1 h; inhibition, % at 8.33 µM; actives 0.51% (n = 340,000); AID 504462; in the data active = inhibition above about 40%
Target sequence (Q9Y4P1 whole entry, looked up): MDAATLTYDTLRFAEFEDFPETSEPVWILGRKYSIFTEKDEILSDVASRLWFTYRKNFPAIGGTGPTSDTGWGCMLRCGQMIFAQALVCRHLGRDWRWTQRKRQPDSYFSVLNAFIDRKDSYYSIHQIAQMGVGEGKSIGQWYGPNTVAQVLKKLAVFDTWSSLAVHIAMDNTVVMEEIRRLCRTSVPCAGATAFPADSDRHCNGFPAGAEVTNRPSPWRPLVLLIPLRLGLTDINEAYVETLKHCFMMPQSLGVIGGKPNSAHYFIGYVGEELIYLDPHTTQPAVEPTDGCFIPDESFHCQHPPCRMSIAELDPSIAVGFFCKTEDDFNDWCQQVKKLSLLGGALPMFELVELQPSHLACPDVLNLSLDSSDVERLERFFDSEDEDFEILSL
beta cell repl: induces beta-cell replication in MIN6 cells | MIN6 cells proliferation, ATPlite luminescence, 48 h; cells starved in 0.2% serum; 100% = growth in 10% serum | proliferation, % at 10 µM | actives 0.29% (n = 330,000) | AID 2380;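 active = compounds whose signal lies at least 3.5 SD above the mean of all wells on their plate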;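 note: 0% = DMSO-treated cells in low-serum medium and 100% = 10% serum control; some compounds called inactive have numbers as strong as hits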
APOBEC3A inh: inhibitors of human APOBEC3A DNA deaminase | P31941 | recombinant A3A, FAM/TAMRA ssDNA deamination fluorescence | inhibition, % at 20 µM | actives 0.41% (n = 330,000);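 active = at least 40% inhibition at 20 µM here, with at most 30% in a related deaminase screen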;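 note: plate controls were A3A with DMSO for no effect and wells lacking A3A enzyme for full effect; some results filed as inactive read as strong as hits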
Target sequence (P31941 whole entry, looked up): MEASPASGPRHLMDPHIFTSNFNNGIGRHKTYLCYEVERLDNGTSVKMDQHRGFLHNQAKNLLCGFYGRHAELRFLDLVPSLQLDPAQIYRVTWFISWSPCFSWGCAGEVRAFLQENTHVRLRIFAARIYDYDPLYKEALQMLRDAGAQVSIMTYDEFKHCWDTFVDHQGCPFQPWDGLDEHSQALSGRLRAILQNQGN
hIAP activ: increases human intestinal alkaline phosphatase activity; P09923; purified human IAP, CDP-Star luminescence, 30 min; hits give high values; 1 = vehicle-only enzyme, 0 = enzyme-free background; activation factor at 10 µM; actives 0.16% (n = 330,000); AID 2524;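 active = activation factor of the enzyme at least 2-fold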; note: the source names both 10 and 20 µM as test concentration; values of inactives mirror those of a sister screen read the other way
A3G deaminase: APOBEC3G (human) deaminase inhibition; actives 0.28% (n = 330,000); AID 493012; inhibition, % at 20 µM; recombinant A3G, ssDNA deamination FAM/TAMRA fluorescence;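 active = inhibition of at least 40% at 20 µM, with no more than 30% in the related APOBEC3A deaminase screen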;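 note: plate controls were DMSO wells with A3G for no effect and wells lacking A3G enzyme for full effect; some compounds called inactive have numbers as strong as hits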
Target sequence (Q9HC16 whole entry, looked up): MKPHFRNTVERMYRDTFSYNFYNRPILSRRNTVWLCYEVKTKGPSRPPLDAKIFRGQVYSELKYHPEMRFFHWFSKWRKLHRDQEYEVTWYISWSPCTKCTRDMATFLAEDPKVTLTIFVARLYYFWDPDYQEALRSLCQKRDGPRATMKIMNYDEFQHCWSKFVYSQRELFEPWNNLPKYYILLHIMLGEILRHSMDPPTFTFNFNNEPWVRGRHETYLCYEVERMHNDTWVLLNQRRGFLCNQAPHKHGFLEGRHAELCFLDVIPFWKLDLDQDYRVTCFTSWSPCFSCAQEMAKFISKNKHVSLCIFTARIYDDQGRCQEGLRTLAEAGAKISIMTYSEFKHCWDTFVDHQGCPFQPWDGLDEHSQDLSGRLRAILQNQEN
* = called active by the depositor; · = not tested or not shown.

SMILES	mIAP activ	MPTP inh	hIAP inh	mIAP inh	ATG4B inhibitor	beta cell repl	APOBEC3A inh	hIAP activ	A3G deaminase
COc1cccc(C=NCC(C)N=Cc2cccc(OC)c2O)c1O (configuration not stated)	1	-3.3	16.6	-0.1	10.3	0.0	-1.2	0.834	-4.0
Cc1c(C(=O)Nc2c(F)cc(F)cc2Br)sc2ncn(CC(=O)N3CCCC3)c(=O)c12	0.974	-0.1	-9.7	2.5	4.7	-2.3	-5.7	1.1	-4.6
CCCc1nc(SCC(=O)Nc2ccccc2OC)c2c(=O)n(C)c(=O)n(C)c2n1	0.892	1.2	3.4	10.8	0.3	-5.0	-1.4	0.966	-0.2
COc1ccc(OC)c(N(/C(N)=N/c2nc(C)cc(C)n2)S(=O)(=O)c2ccc(NC(C)=O)cc2)c1	1.02	0.9	-27.1	-2.4	1.0	-1.0	0.3	1.27	-7.6
CCN(CC(=O)NCc1cccs1)C(=O)c1ccc(S(=O)(=O)N(C)c2ccccc2)cc1	1.02	-0.8	-16.1	-2.4	-2.9	0.1	0.6	1.16	-3.2
O=C(CSc1nnc(-c2ccco2)n1Cc1ccccc1)NC(=O)NCc1ccco1	1.03	-0.4	4.8	-2.7	7.2	-0.1	5.3	0.952	0.7
COC(=O)C1C2C=CC3(CN(c4ccc(Cl)c(F)c4)C(=O)C13)O2 (configuration not stated)	0.804	-0.9	-6.0	19.6	4.4	-1.6	1.5	1.06	4.5
COc1cccc(-c2cc(C(=O)O)no2)c1	0.905	2.4	1.1	9.5	-4.8	-0.7	0.0	0.989	-2.1
COc1ccc([C@@H]2C[C@H]3CN(c4ccccc4)C(=O)[C@]34CCCN24)c(OC)c1OC	1.07	1.8	-13.5	-6.6	8.7	-2.1	1.6	1.14	-0.5
O=C(Nc1nnc(C2CC2)s1)c1n[nH]c(=O)c2ccccc12	1.09	0.6	-83.3	-8.9	-2.0	-1.9	-1.9	1.83	-3.6

Complete entries from above. Order of values: mIAP activ, MPTP inh, hIAP inh, mIAP inh, ATG4B inhibitor, beta cell repl, APOBEC3A inh, hIAP activ, A3G deaminase
O=C(CSc1nnc(-c2ccco2)n1Cc1ccccc1)NC(=O)NCc1ccco1 reads 1.03, -0.4, 4.8, -2.7, 7.2, -0.1, 5.3, 0.952, 0.7
O=C(Nc1nnc(C2CC2)s1)c1n[nH]c(=O)c2ccccc12 reads 1.09, 0.6, -83.3, -8.9, -2.0, -1.9, -1.9, 1.83, -3.6
Cc1c(C(=O)Nc2c(F)cc(F)cc2Br)sc2ncn(CC(=O)N3CCCC3)c(=O)c12 reads 0.974, -0.1, -9.7, 2.5, 4.7, -2.3, -5.7, 1.1, -4.6

Remaining list, next part.
SMILES	mIAP activ	MPTP inh	hIAP inh	mIAP inh	ATG4B inhibitor	beta cell repl	APOBEC3A inh	hIAP activ	A3G deaminase
Nc1nc(Nc2ccccc2F)nc(NCCO)c1[N+](=O)[O-]	1.04	2.1	-37.1	-3.6	-3.4	-1.4	-2.3	1.37	-5.6
CC(=O)Nc1ccc(S(=O)(=O)NCCC(=O)NC(C)c2cccs2)cc1 (configuration not stated)	0.759	-1.0	8.1	24.1	-43.8	1.0	-0.9	0.919	-7.2
CC1CCCCN1C(=O)COC(=O)c1cccc(NS(=O)(=O)c2ccccc2)c1 (configuration not stated)	0.981	2.2	-4.3	1.9	1.4	-4.2	0.4	1.04	0.0
CC(NC=C1C(=O)OC(C)(C)OC1=O)C(=O)O (configuration not stated)	0.972	0.6	8.5	2.8	-6.7	-3.5	-1.4	0.915	-4.3
C=C1C(=O)[C@@]23[C@H](O)C[C@@H]4C(C)(C)CC[C@H](O)[C@]4(C)[C@@H]2C[C@H](O)[C@@H]1[C@H]3O	0.89	0.1	-3.3	11.0	-0.5	-6.5	2.8	1.03	18.5
Cc1cc2cc(CNC(=O)c3cccs3)ccc2[nH]1	0.966	1.7	7.2	3.4	5.3	-0.1	-4.1	0.928	-3.3
CCOC(=O)Cn1c(=O)c2c(nc(Br)n2Cc2ccccc2Cl)n(C)c1=O	1.02	0.1	-1.5	-2.5	-4.5	0.5	-1.1	1.01	0.1
CC1(C)CC(=O)C2=C(C1)OC1OC(=O)CC21C (configuration not stated)	1.02	-0.1	19.4	-1.6	-6.5	2.5	-3.0	0.806	-7.2
Cc1ccc(NC(=O)COc2ccc(Br)cc2CO)cc1S(=O)(=O)N1CCOCC1	1.15	-0.2	-13.5	-15.3	-17.0	-1.5	-0.2	1.14	-5.3
Cc1snc(S(=O)(=O)Cc2c(Cl)cccc2Cl)c1C#N	0.954	0.5	8.3	4.6	-7.2	1.8	-1.6	0.917	-2.8
Cc1cc(N/N=C/c2cccc(Cl)c2)nc(NCc2ccccc2)n1	0.953	20.0	16.1	4.7	76.3*	-6.4	2.7	0.839	-4.5
COCCNC(=S)Nc1ccccc1Cc1ccccc1	1.15	0.6	-14.6	-14.9	-3.1	-0.6	-1.6	1.15	-5.6
C[C@H](NC(=O)[C@@H]1CSC2c3ccccc3C(=O)N21)C(=O)NC1CCCC1 (some centres not stated)	1.05	-0.8	0.3	-4.8	2.2	-3.9	0.8	0.997	-2.2
Cc1ccccc1S(=O)(=O)/N=C(/Nc1c(C)n(C)n(-c2ccccc2)c1=O)c1ccccc1	0.966	0.5	-7.7	3.4	-7.0	-0.7	-1.3	1.08	-4.0
CC(C)C[C@H](NC(=O)c1nc[nH]c1C(=O)N1CCc2ccccc2C1)C(=O)OCc1ccccc1	0.955	-0.9	-45.3	4.5	-3.0	-6.4	-5.3	1.45	-11.1
Cc1ccc2c(c1)N(CC(=O)N1CCCCCC1)C(=O)c1cccnc1O2	1.04	-0.2	27.0	-3.9	0.4	-2.4	-1.5	0.73	0.0
CC(C)(C)C1CCC(=NNC(=O)C2COc3ccccc3O2)CC1 (configuration not stated)	1.1	-1.0	-8.9	-10.2	-0.6	0.0	-0.4	1.09	-7.0
CC(C)Oc1cccc(C(=O)C2CCCN(C(=O)CCc3cnn(C)c3)C2)c1 (configuration not stated)	0.865	0.0	-12.6	13.5	30.7	-3.3	-5.1	1.13	-5.8
[S-]C(=Nc1ccc(Cl)cc1)N[n+]1ccccc1	0.959	1.1	8.8	4.1	-0.1	0.0	0.4	0.912	-3.3
CC1CN(C(=O)CCNS(=O)(=O)c2ccc(Br)cc2)CC(C)O1 (configuration not stated)	0.99	2.5	3.7	1.0	0.1	3.1	-3.9	0.963	-11.3

Individual results from the results shown:
Result of COCCNC(=S)Nc1ccccc1Cc1ccccc1 in ATG4B inhibitor: -3.1
Result of Cc1ccccc1S(=O)(=O)/N=C(/Nc1c(C)n(C)n(-c2ccccc2)c1=O)c1ccccc1 in mIAP activ: 0.966

The list goes on.
SMILES	mIAP activ	MPTP inh	hIAP inh	mIAP inh	ATG4B inhibitor	beta cell repl	APOBEC3A inh	hIAP activ	A3G deaminase
O=C(N=C1c2ccccc2CN1c1ccc(F)cc1)c1ccc(Cl)nc1	1.1	2.1	-25.4	-9.7	-0.9	0.8	-0.4	1.25	-6.1
O=C(NCc1ccc(F)cc1)C1CCN(S(=O)(=O)c2ccc(Br)s2)CC1	0.96	3.5	6.7	4.0	20.4	0.0	0.9	0.933	-6.5
CCOC(=O)c1cc(NC(=O)C2C3C=CC(O3)C2C(=O)O)cc(C(=O)OCC)c1 (configuration not stated)	0.953	0.2	-6.7	4.7	0.5	-1.4	-2.4	1.07	-8.0
COC(=O)CCCC1=CC2=CC(=O)C(C)(OC(=O)c3ccco3)C(=O)C2=CO1 (configuration not stated)	0.823	·	-6.2	17.7	·	-2.7	16.1	1.06	1.5
Cc1nc2ccc(F)cc2cc1C(=O)NC(C)C	1.1	0.5	-8.6	-10.1	-3.4	-4.6	-1.1	1.09	-1.4
OCCN(Cc1ccccc1)Cc1ccccc1F	0.935	-0.5	-2.4	6.5	-17.7	-1.8	-0.7	1.02	-4.4
COc1ccc(-c2nn(-c3ccccc3)cc2CNC[C@H]2O[C@@H](n3cnc4c(N)ncnc43)[C@H](O)[C@@H]2O)cc1	0.974	-0.7	7.1	2.6	·	-0.9	-5.7	0.929	-8.0
C(=N\NC1=Nc2cccc3cccc1c23)/c1ccccc1	0.853	1.5	13.4	14.7	-23.6	0.0	2.7	0.866	40.5*
O=C(O)c1cn(-c2ccccc2)nc1-c1ccncc1	0.976	-2.1	-8.7	2.4	-5.5	-1.2	-2.9	1.09	-4.7
Cn1c(NC(=O)c2ccc(F)cc2)c(-c2cccs2)c(=O)c2ccccc21	0.903	1.9	30.6	9.7	2.3	1.2	1.6	0.694	-1.8
CC1CCN(S(=O)(=O)c2ccccc2)CC1	0.966	1.3	14.5	3.4	-0.5	-0.6	-3.2	0.855	-6.8
O=C(CSc1nnnn1-c1ccc2c(c1)OCCO2)OC1CCCCC1	1.1	-0.6	-13.4	-10.4	4.3	-1.4	0.2	1.13	-2.3
Cc1cc(OCC(=O)N2CCCC2)ccc1Cl	1.04	-0.2	2.7	-4.4	-3.5	1.0	2.2	0.973	0.8
CCc1cc(C(=O)N(CC)CC(=O)Nc2ccc(OC)cc2)sc1C	1.04	0.3	11.6	-4.3	1.9	-2.5	-1.6	0.884	-8.0
O=[N+]([O-])c1ccc(Cl)c(/C=N/n2c(-c3ccncc3)n[nH]c2=S)c1	0.961	2.7	5.6	3.9	7.7	-4.3	0.1	0.944	48.0*
COc1cccc(C(=O)Nc2ccc(N3CCN(C(=O)c4cccs4)CC3)cc2)c1	0.917	0.4	20.6	8.3	-1.9	-0.6	-2.0	0.794	-5.5
COc1ccc(Oc2nc3c(C)cccn3c(=O)c2/C=C(\C#N)C(N)=O)cc1	0.998	1.1	-16.1	0.2	7.3	-3.9	13.0	1.16	-0.7
NC(=O)CSc1nc(C23CC4CC(CC(C4)C2)C3)nc2ccccc12	0.998	-3.0	8.4	0.2	0.9	-5.3	-1.8	0.916	-7.3
O=C(O)C1=C(Nc2ccccc2)OCC1=O	1	-0.7	-12.2	0.0	-1.3	-0.1	-1.4	1.12	-6.0
C/C(=N\Nc1ccc(F)cc1F)c1ccc(F)cc1	0.925	·	2.6	7.5	·	2.1	-1.0	0.974	-3.0
CN(Cc1ccccc1)S(=O)(=O)c1ccc(Cl)c(C(=O)NCCc2ccccn2)c1	1.06	0.7	-5.3	-5.8	1.9	-1.8	-1.2	1.05	-6.4
COC(=O)c1ccc2c(c1)C(C)(C)C(/C=C/c1ccc(O)cc1)=[N+]2C	0.885	86.2*	49.7*	11.5	2.7	-5.6	24.4	0.503	17.0
Cc1ccccc1-n1c(Cn2c(=O)sc3ccccc32)nnc1SC(C)C	0.931	0.4	-13.8	6.9	-12.0	1.1	1.2	1.14	1.8
Cc1cc(C)cc(OCC(=O)Nc2cccc(S(=O)(=O)NC3=NCCC3)c2)c1	1.05	2.8	8.4	-5.5	1.1	-2.9	19.9	0.916	1.2
COC(=O)CCCSc1nccn1-c1ccccc1	0.821	-1.6	1.8	17.9	-0.2	-1.4	-0.6	0.982	-9.8
CC(C)(C)c1cc(NC(=O)c2cccc([N+](=O)[O-])c2)no1	0.944	1.2	6.0	5.6	-4.1	-2.5	-1.1	0.94	-3.8
CC1CCC(NC(=O)CCS(=O)(=O)c2ccc3c(c2)NC(=O)CO3)CC1 (configuration not stated)	0.898	0.7	28.5	10.2	-1.9	-4.2	-4.8	0.715	-6.3
CCOc1ccc(-c2nc(S(=O)(=O)c3ccccc3)c(N3CCC(C(N)=O)CC3)o2)cc1	1.01	-1.0	-25.3	-1.1	5.2	-2.7	-5.2	1.25	-11.9
